TEAD-YAP inh = TEAD-YAP interaction inhibition | HEK-TIYL cells, TEAD-Gal4/YAP UAS-luciferase luminescence | inhibition, % at 9.12 µM | 640,000 tested, 1.4% active | AID 1259422; in the data active = inhibition above about 32%;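 note: 0% = median of test compound wells and 100% = reference inhibitor wells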
MITF inh = blocks human microphthalmia-associated transcription factor. inhibition, % at 2.6 µM. O75030. 650,000 tested, 0.91% active. AlphaScreen MITF homodimerization, bead proximity signal. AID 1259374; in the data active = inhibition above about 50%;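 note: 0% = vehicle wells with protein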
FBW7 act = activators of human E3 ligase FBW7. 650,000 tested, 0.13% active. normalized activity (activation), % at 26.1 µM. Q969H0. AlphaScreen FBW7–phospho-cyclin E peptide binding, activator screen; in the data active = normalized activity above about 1.9%;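 note: purified mutant Fbw7 with reduced substrate affinity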
Target sequence (Q969H0 whole entry, looked up): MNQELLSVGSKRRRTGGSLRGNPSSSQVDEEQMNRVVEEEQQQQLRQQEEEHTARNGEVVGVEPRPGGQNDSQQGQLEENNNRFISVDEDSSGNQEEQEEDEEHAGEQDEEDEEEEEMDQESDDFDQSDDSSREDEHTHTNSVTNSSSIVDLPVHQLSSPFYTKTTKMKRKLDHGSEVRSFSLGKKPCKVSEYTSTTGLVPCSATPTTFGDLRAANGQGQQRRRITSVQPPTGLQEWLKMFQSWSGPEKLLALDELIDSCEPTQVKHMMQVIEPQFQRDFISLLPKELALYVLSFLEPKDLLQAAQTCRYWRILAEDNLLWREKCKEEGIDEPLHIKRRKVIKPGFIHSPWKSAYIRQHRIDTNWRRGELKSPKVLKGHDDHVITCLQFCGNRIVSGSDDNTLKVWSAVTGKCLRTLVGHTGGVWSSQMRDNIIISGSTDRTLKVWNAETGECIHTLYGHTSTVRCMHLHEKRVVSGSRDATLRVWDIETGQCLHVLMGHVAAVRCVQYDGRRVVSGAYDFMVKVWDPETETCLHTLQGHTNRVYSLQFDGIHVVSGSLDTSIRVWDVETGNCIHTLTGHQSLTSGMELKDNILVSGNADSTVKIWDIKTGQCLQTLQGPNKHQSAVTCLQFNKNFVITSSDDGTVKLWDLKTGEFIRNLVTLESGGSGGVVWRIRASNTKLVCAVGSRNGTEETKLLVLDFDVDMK
GPR151 activ = activates the human receptor GPR151 | PathHunter beta-arrestin GPR151 cells, luminescence | 650,000 tested, 1% active | activation, % at 11.2 µM | Q8TDV0; in the data active = activation above about 4.9%;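 note: 0% = median of compound wells and 100% = cells with positive control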
The depositor's hits bear a star; x = not tested or not shown.

#1 CC(Nc1cc(C)ccn1)=C(C#N)C#N
#2 Cc1ccc(NC(=O)CSc2nnc(-c3ccc(O)cc3)n2C)cc1N
#3 O=C(O)Cn1cc(I)c(=O)c(I)c1
#4 COC(=O)C1=C(N)Oc2cc(C)n(Cc3ccccn3)c(=O)c2C1c1ccccc1 (centres undefined)
#5 COc1ccc(OC)c(C2/C(=C(\O)c3ccccc3)C(=O)C(=O)N2c2nc3ccccc3s2)c1 (centres undefined)
#6 O=c1/c(=C/c2ccc(O)cc2)sc2n1C(c1ccccc1)C(c1ccccc1)=NN=2 (centres undefined)
#7 O=C(Nc1cccnc1)c1cc(S(=O)(=O)N2CCOCC2)ccc1Cl
#8 CCOC(=O)C1=C(C)N=c2s/c(=C\c3ccc(-c4ccccc4C(=O)O)o3)c(=O)n2C1c1ccccc1 (centres undefined)

Screen / compound no.,1,2,3,4,5,6,7,8
TEAD-YAP inh,-6.5,-4.9,-0.7,3.6,-17.2,5.7,2.4,-0.8
MITF inh,1.3,13.5,7.8,9.7,10.8,-2.6,13.2,13.7
FBW7 act,0.1,0.1,0.3,0.0,0.2,0.0,0.4,-0.7
GPR151 activ,0.3,-0.3,0.8,1.7,0.6,-0.8,0.0,-1.3

#9 O=c1cc(CSc2nc3ccccc3s2)nc2sccn12
#10 CCOC(=O)C1CCN(c2ncnc3c(-c4ccc(OC)cc4)nsc23)CC1
#11 COC(=O)C1=C(C)NC2=C(C(=O)CCC2)C1c1ccc(Cl)cc1Cl (centres undefined)
#12 COc1ccccc1OCC(O)CN1CCCCC1 (centres undefined)
#13 Cn1c(SCC(=O)N2CCCC2)nnc1-c1ccccc1O
#14 Cc1cc(OCC(=O)Nc2cc([N+](=O)[O-])ccc2F)ccc1Cl
#15 COC1Sc2sc(=S)sc2S1
#16 CC(C)Sc1nc(SC(C)C)c2c3c(sc2n1)COC(C)(C)C3

Screen / compound no.,9,10,11,12,13,14,15,16
TEAD-YAP inh,-56.0,12.5,14.7,5.9,57.8*,13.7,-1.6,2.1
MITF inh,13.5,3.9,31.8,5.3,24.2,12.8,5.1,-3.4
FBW7 act,0.2,-0.2,1.1,0.7,-0.1,0.4,-0.3,0.0
GPR151 activ,-1.4,1.3,-2.1,2.6,-0.9,0.3,-0.6,0.1

#17 CCOc1ccccc1-n1c(=S)sc2c(=O)n(-c3ccccc3F)c(=S)[nH]c21
#18 COc1ccc(OCC(=O)N/N=C(\C)CC(=O)Nc2ccc(C(N)=O)cc2)cc1
#19 COc1ccc(C2C=C(c3ccc(Br)cc3)Nc3nc(CCCO)nn32)cc1 (centres undefined)
#20 COc1ccc(C2CC(=O)NC(SCC(=O)Nc3cccc(Cl)c3)=C2C#N)cc1OC (centres undefined)
#21 CN1CC(=O)N(CC(=O)NCc2ccc3c(c2)OCO3)C1=O
#22 CC(=O)c1c(C)n(CC(=O)NCc2ccco2)c2ccccc12
#23 O=C(CSc1cccc2cccnc12)N/N=C/c1ccc(O)cc1
#24 Cc1cc(-c2nc3cccnc3s2)ccc1NC(=O)c1cccnc1Cl

Screen / compound no.,17,18,19,20,21,22,23,24
TEAD-YAP inh,-14.7,8.1,-1.1,-2.0,8.6,-3.5,-13.2,-36.2
MITF inh,-3.7,9.8,0.0,1.4,0.5,19.0,-6.8,-8.3
FBW7 act,-0.2,-0.1,-0.1,-0.1,0.5,-0.1,0.1,0.0
GPR151 activ,2.2,-0.9,1.5,-1.4,0.0,0.1,0.3,-2.3

Compound profiles (already shown):
Entry for O=C(CSc1cccc2cccnc12)N/N=C/c1ccc(O)cc1 → TEAD-YAP inh: -13.2; MITF inh: -6.8; FBW7 act: 0.1; GPR151 activ: 0.3
Entry for COc1ccc(C2C=C(c3ccc(Br)cc3)Nc3nc(CCCO)nn32)cc1 (centres undefined) → TEAD-YAP inh: -1.1; MITF inh: 0.0; FBW7 act: -0.1; GPR151 activ: 1.5
Entry for COc1ccc(C2CC(=O)NC(SCC(=O)Nc3cccc(Cl)c3)=C2C#N)cc1OC (centres undefined) → TEAD-YAP inh: -2.0; MITF inh: 1.4; FBW7 act: -0.1; GPR151 activ: -1.4

Other structures
#25 OC1(c2ccccn2)CCN(CCCOc2ccccc2)CC1
#26 O=C(Nc1ccc2c(c1)N(S(=O)(=O)c1ccc(F)cc1)CCC2)c1ccc(F)cc1
#27 CCCc1nc2ccccc2n1CC(O)COc1ccc(C(C)=O)cc1 (centres undefined)
#28 C=CCSc1nc2cc(S(N)(=O)=O)ccc2n1CCCC
#29 CC(C)Cn1c(=O)[nH]c2ncc(-c3ccc(C(=O)N4CCOCC4)cc3)nc21
#30 OCCCNCc1cccc(Br)c1
#31 O=C(NC1CCCCCC1)[C@@H]1C[C@H](n2cnnn2)CN1Cc1ccsc1
#32 CS(=O)(=O)c1ccc2ccn(OCC3CO3)c2c1 (centres undefined)

Screen / compound no.,25,26,27,28,29,30,31,32
TEAD-YAP inh,7.3,-10.1,4.5,-11.3,10.3,6.8,4.3,8.9
MITF inh,4.7,16.4,8.5,-4.2,-9.8,4.9,-5.0,11.9
FBW7 act,1.1,-0.1,0.0,-0.1,-0.2,0.9,-0.1,-0.1
GPR151 activ,1.8,2.3,-0.2,0.6,1.0,-0.7,-0.9,-1.1

Some of the entries above in a different format.
| no. | SMILES | TEAD-YAP inh | MITF inh | FBW7 act | GPR151 activ |
| --- | --- | --- | --- | --- | --- |
| 31 | O=C(NC1CCCCCC1)[C@@H]1C[C@H](n2cnnn2)CN1Cc1ccsc1 | 4.3 | -5.0 | -0.1 | -0.9 |
| 8 | CCOC(=O)C1=C(C)N=c2s/c(=C\c3ccc(-c4ccccc4C(=O)O)o3)c(=O)n2C1c1ccccc1 (centres undefined) | -0.8 | 13.7 | -0.7 | -1.3 |

(list continues)
#33 Cc1ccc(C2=NN3C(=N)/C(=C/c4ccc(N(C)C)cc4)C(=O)N=C3S2)cc1
#34 c1ccc(-c2cc(SCc3cccnc3)ncn2)cc1
#35 CCC(CC)NC(=S)Nc1c(C)n(C)n(-c2ccccc2)c1=O
#36 Cc1nc2nc(SCC(=O)Nc3ccccc3Cl)nn2c(C)c1Cc1ccccc1Cl
#37 COc1cccc(NC(=O)C(=O)NCCOc2cccc3ccccc23)c1
#38 CCC(C)NC(=O)CSc1nc2n[nH]c(C)c2c(=N)n1-c1ccc(OC)cc1 (centres undefined)
#39 O=[N+]([O-])c1ccc(N2CCOCC2)cc1N1CCCC1
#40 Cc1ccnc2c(NC(=O)c3ccc(N4C(=O)C5C6C=CC(C6)C5C4=O)cc3)cccc12 (centres undefined)

Screen / compound no.,33,34,35,36,37,38,39,40
TEAD-YAP inh,0.7,-33.1,2.3,15.5,-51.1,-2.7,9.7,8.8
MITF inh,5.2,-1.0,10.1,7.9,-65.6,-1.4,-11.9,9.5
FBW7 act,0.1,0.2,0.2,0.2,0.0,0.3,-0.1,0.2
GPR151 activ,0.0,0.2,-2.0,-0.9,-1.0,-1.4,0.0,-1.2

#41 CCCSCCCNC(=O)CCC(=O)N1CCOc2ccc(C)cc21
#42 CN(C(=S)SCC1=CCS(=O)(=O)C1)C1CCS(=O)(=O)C1 (centres undefined)
#43 Cc1cc(C)n(CCNC2CCN(c3ccc(NC(=O)CCc4ccccc4)cc3)CC2)n1
#44 Cc1cc([N+](=O)[O-])ccc1NC(=O)CSc1nnc(-c2cccc(F)c2)o1
#45 Cc1cc2c(Nc3ccc(Oc4ccc(Cl)cc4)cc3)ncnc2s1
#46 CC(NC(=O)C(C)(C)Oc1ccc(Cl)cc1)c1ccncc1 (centres undefined)
#47 CN(CCC#N)C(=S)Nc1ccc(S(=O)(=O)N2CCOCC2)cc1
#48 Fc1ccc(C2C=C(c3ccc(I)cc3)Nc3ncnn32)cc1 (centres undefined)

Screen / compound no.,41,42,43,44,45,46,47,48
TEAD-YAP inh,-1.0,0.6,6.4,7.5,16.4,8.7,-2.6,-10.6
MITF inh,6.4,4.4,1.1,11.7,1.7,-5.2,2.8,2.4
FBW7 act,-0.1,0.2,-0.1,0.1,0.2,0.0,-0.1,0.0
GPR151 activ,1.5,-0.1,1.2,2.4,1.8,1.3,0.6,-0.9

#49 CCCCOc1ccc(C2Nc3ccccc3C(=O)N2c2ccc(F)c(Cl)c2)cc1 (centres undefined)
#50 CCN(CC)CCCN1C(=O)CSC1c1ccc2c(c1)OCO2 (centres undefined)
#51 C=CCN1C(=O)N(c2ccc(Cl)cc2)C(=O)C1CC(=O)Nc1ccc(Cl)cc1 (centres undefined)
#52 CC1(CCc2ccccc2)NC(=O)N(CC(=O)Nc2ccc3c(c2)CCC3)C1=O (centres undefined)
#53 Cc1ccc(CNC(=O)CC2CCCCC2)cc1
#54 O=C1NC(c2ccccc2[N+](=O)[O-])/C(=C(\O)c2ccc(Br)cc2)C1=O (centres undefined)
#55 CN1CCN(c2ccc(-c3cccc(C(=O)NCCCN4CCCC4=O)c3)cc2)CC1
#56 CSc1ncccc1C(=O)NCCc1ccc(Cl)cc1

Screen / compound no.,49,50,51,52,53,54,55,56
TEAD-YAP inh,-48.4,-5.2,2.8,3.0,-32.6,-15.0,-14.4,0.1
MITF inh,10.7,-3.3,0.8,-5.8,-29.7,11.9,6.6,-3.1
FBW7 act,0.6,-0.4,-0.1,-0.2,0.0,-0.3,-0.1,0.1
GPR151 activ,-2.8,-2.1,0.2,-1.0,0.6,-0.7,-0.2,1.1

#57 Cc1ccc(C(=O)Nc2nc(C34CC5CC(CC(C5)C3)C4)c(C)s2)cc1
#58 COc1ccc(NC(=O)CSc2nc(C)cc(C(F)(F)F)n2)cc1OC
#59 COc1ccc(/C=C/C(=O)Nc2c(Cl)cccc2Cl)cc1
#60 CCOC(=O)c1cc2c(=O)n3ccccc3nc2n(C)c1=NC(=O)c1ccc([N+](=O)[O-])cc1
#61 CSc1ccc(C2C(C(=O)OCC3CCCO3)=C(C)NC3=C2C(=O)CC(C)(C)C3)cc1 (centres undefined)
#62 CCOc1ccc(C(=O)CSc2nnc(-c3ccccc3N)n2C)cc1
#63 O=C(CCCc1c[nH]c2ccccc12)NCc1ccco1
#64 O=C(CN1CCCC1)Nc1nc2ccccc2s1

Screen / compound no.,57,58,59,60,61,62,63,64
TEAD-YAP inh,0.7,6.7,-8.4,5.3,18.4,-11.4,-13.4,-26.5
MITF inh,-4.2,0.1,-6.0,1.3,6.4,-0.7,0.3,40.0
FBW7 act,0.0,0.0,-0.1,0.0,1.4,-0.1,-0.3,-0.3
GPR151 activ,-1.0,-0.2,1.2,-1.2,-0.1,2.6,0.7,-1.2

#65 CC(=O)c1ccc(NC(=O)C2CCN(S(=O)(=O)c3cccc4cccnc34)CC2)cc1
#66 O=C(NCCN1CCOCC1)c1ccc2nc(NC3CCN(Cc4ccccc4)CC3)sc2c1
#67 C/C(CC(=O)Nc1ccc2c(c1)OCCO2)=N\NC(=O)COc1ccccc1C
#68 Cc1cccc2nc(-c3cccc(NC(=O)c4ccccc4)c3)cn12
#69 Cc1nn(C(C)C(=O)O)c(=O)n1-c1ccc(OCc2ccccc2)cc1 (centres undefined)
#70 COc1ccccc1OCCOc1ccccc1C
#71 C[C@H]1Cc2c(-c3ccccc3)nc3c(c2CO1)CN(C(=O)C1CC1)CC3
#72 O=C(O)COc1ccccc1/C=N\Nc1nncc(-c2ccccc2)n1

Screen / compound no.,65,66,67,68,69,70,71,72
TEAD-YAP inh,11.4,-62.7,-6.5,-12.7,2.2,2.0,x,-3.2
MITF inh,7.6,-5.3,2.5,4.3,2.4,-24.3,-12.0,-2.9
FBW7 act,0.1,-0.1,0.0,0.0,0.1,0.1,-0.3,-0.2
GPR151 activ,-1.1,-1.6,-0.3,-0.7,-2.3,-0.8,4.2,-0.7

#73 COC(=O)CN(CC(=O)OC)NC(=O)/C=C/C(=O)O
#74 Cc1sc2nc(SC3CCOC3=O)n(C(C)C)c(=O)c2c1C (centres undefined)
#75 NCCN1C(=O)S/C(=C\c2ccccc2Cl)C1=O
#76 CC1=C(C(=O)Nc2ccccn2)C(c2ccc(OCc3ccccc3)cc2)n2nnnc2N1 (centres undefined)
#77 Cc1cc(NC(=O)CC23CC4CC(CC(C4)C2)C3)no1
#78 Cc1cc(C)c(NC(=O)c2cc3c(=O)n4cccc(C)c4nc3s2)c(C)c1
#79 CC1=C(c2ccc(C)cc2)S(=O)(=O)NC1=NCc1ccccc1
#80 O=C(Cc1ncn[nH]1)NCc1ccccc1

Screen / compound no.,73,74,75,76,77,78,79,80
TEAD-YAP inh,11.5,5.4,1.4,-33.8,-1.4,0.9,-9.8,-1.0
MITF inh,24.9,8.9,-3.5,15.9,4.1,4.2,6.5,11.5
FBW7 act,0.1,0.0,-0.1,0.1,0.0,0.2,0.1,0.3
GPR151 activ,2.3,0.7,-2.0,-0.3,-0.2,0.9,0.1,0.0

Screening results as filed in PubChem BioAssay.
